Screens (PubChem BioAssay)
UTI89 phage lysis – protection from phage-mediated lysis, alamar blue read-out – E. coli UTI89, K1F phage, bacterial capsule biogenesis inhibitors (AID 488966). E. coli UTI89 K1F phage lysis, alamar blue, 2 h; higher % means a stronger effect. one-dose inhibition, % at 100 µM; IC50 in µM for titrated hits. actives 0.02% (n = 340,000);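 active means phage lysis inhibition, versus mean bacterial control, above a set limit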;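 further: capsule biogenesis inhibitors block K1F phage lysis so surviving cells raise fluorescence; higher fluorescence means more inhibition of phage lysis; actives were called in the ten point dose series up to 300 µM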
ER stress rescue – rescue of cells from ER stress-induced death, primary screen, 384-well, CSM14.1, thapsigargin, ATP luminescence (AID 1222) | CSM14.1 thapsigargin-induced death rescue, ATP luminescence; higher % means a stronger effect | cellular ATP content (survival), % at 20 µM, or EC50 in µM where a hit was titrated | 190,000 tested, under 10 active;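 active means EC50 below 50 µM in the dose-response confirmation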;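 further: death triggered by thapsigargin at about 15 µM added after 2 h compound pretreatment; cell ATP read after overnight thapsigargin exposure of roughly 18 to 22 hours; normalized against plate controls of thapsigargin alone and 5% DMSO vehicle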
Dynein cargo inh – blocks dynein driven cargo transport along microtubules | actives 0.47% (n = 220,000) | 3617.4 mouse cells, GR-EGFP nuclear translocation imaging; test concentration mostly 20 µM; stimulated with dexamethasone, 1 µM; hits give low values | z-score, hits read low | AID 1381;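 active means plate z-score of nuclear minus cytoplasmic receptor signal below a set negative limit, without overly bright fluorescence or cell loss, cut at about -3.5 in these data, passing the limit was not always enough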;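 further: z-score of nuclear minus cytoplasmic ring GR-EGFP intensity difference per well; some compounds called inactive have numbers as strong as hits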
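medium = tetracycline-free induction medium containing charcoal-stripped FBS | also added = 1.0 µM final dexamethasone stimulus | schedule = 48 h induction, 1 h compound, 30 min dex at 37 °C | technique = fixed, Hoechst-stained cells imaged at 10x for EGFP | measure = GR-EGFP nuclear translocation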
Ins promoter up – MIN6 insulin promoter up-regulation; MIN6 insulin promoter-GFP reporter, high-content imaging; hits give high values; z-score at 5 µM; actives 0.3% (n = 190,000);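 active means z-score above 3 at 5 µM with at least 500 cells counted in the well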
bCat nuc transl – modulators of beta-catenin nuclear translocation; nuclear translocation activity, % at 5 µM; AID 1665; HeLa beta-catenin nuclear translocation, immunofluorescence imaging; actives 0.3% (n = 190,000);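 active means nuclear translocation activity above 50% at 5 µM, with a well cell count of 50 or more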;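 further: per-cell ratio of nuclear to cytoplasmic median beta-catenin stain intensity; plate controls were DMSO negative control for no effect and GSK-3 inhibitor IX positive control for full effect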
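assay system = human HeLa cells, endogenous beta-catenin | times = compound treatment 24 h, 37°C, 5% CO2 | detection = Anti-beta-catenin immunofluorescence on PFA-fixed, Triton-permeabilized cells, DAPI nuclei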
MT stabilizer – microtubule stabilization, imaging screen | HeLa tubulin immunostaining HCS, 24 h; share of cells brighter than vehicle mean+2SD | % tubulin-high responders, % at 10 µM | actives 0.83% (n = 200,000);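 active means plate Z-score above 3 for both tubulin-high and condensed-nucleus cell shares, with cell loss under 80%, at 10 µM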;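 further: anti alpha tubulin signal scored within the nucleus-defined area of each cell; some results filed as inactive read as strong as hits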
Autophagy mod – alters autophagy in cells; MEF GFP-LC3 puncta imaging; test concentration mostly 10 µM; calls only at 10 µM (by protocol); actives 0.98% (n = 190,000);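 active means percentage of spot-positive cells more than 3 SD above its plate mean, without a fluorescence outlier flag or 80% toxicity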;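 further: spot-positive cell cutoff set from DMSO-treated cells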
M17LAP inhibition – P. falciparum M17LAP inhibitors, primary screen, biochemical, fluorogenic H-Leu-NHMec substrate, 1536-well (AID 1619); actives 0.38% (n = 220,000); one-dose inhibition, % at 30 µM; IC50 in µM for titrated hits; recombinant M17LAP, H-Leu-NHMec fluorogenic kinetic assay; higher % means a stronger effect;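 active means compound inhibiting the enzyme by more than half at any dose during confirmatory dose-response retesting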;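 further: plate controls were full reaction with DMSO carrier for no effect and no enzyme background for full effect; strong numbers were not always called active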
M1AAP inhibition – P. falciparum M1AAP inhibitors, biochemical, fluorogenic H-Leu-NHMec substrate, 1536-well (AID 1445); actives 0.42% (n = 220,000); one-dose inhibition, % at 30 µM; IC50 in µM for titrated hits; recombinant M1AAP, H-Leu-NHMec fluorogenic kinetic assay; higher % means a stronger effect;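 active means primary inhibition above the hit cutoff, then over 50% inhibition at one or more dose response concentrations, cut at about 23% in these data, passing the limit was not always enough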;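 further: plate controls were DMSO full reaction for no effect and no enzyme background for full effect; strong numbers were not always called active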
Dynein cargo inh cytoplasmic EGFP – further read-out of Dynein cargo inh, marked with its call; z-score; measured here: cytoplasmic GR-EGFP intensity; hits give high values
Dynein cargo inh nuclear GR-EGFP – also measured in Dynein cargo inh; calls as there; z-score; measured here: nuclear GR-EGFP intensity;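 lower value marks the stronger effect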
Dynein cargo inh cell count – second read-out of Dynein cargo inh, no call of its own (marks repeat the call); z-score; measured here: cell count per field
Ins promoter up cell count – further read-out of Ins promoter up, marked with its call; cell count; measured here: cytotoxicity, nuclei count;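 total cells summed across four imaged fields per well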
bCat nuc transl cell count 5 µM – also measured in bCat nuc transl; calls as there; cell count; measured here: cell count, cytotoxicity flag
MT stabilizer Hoechst-high % – also measured in MT stabilizer; calls as there; % Hoechst-high responders; measured here: nuclear condensation Hoechst responders;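 share of cells brighter than vehicle mean plus two SD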
MT stabilizer cytotoxicity % – second read-out of MT stabilizer, no call of its own (marks repeat the call); toxicity, %; measured here: cytotoxicity by cell density;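 0% = mean cell density of plate MIN control wells and 100% = no cells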
Autophagy mod cell loss 18 h – also measured in Autophagy mod; calls as there; toxicity, %; measured here: cell loss, nuclei count;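 cell loss after 18 h compound exposure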
An asterisk follows results filed as active; i = inactive; x = no result given; [ ] = another dose, or the depositor's remark.

SMILES	UTI89 phage lysis	ER stress rescue	Dynein cargo inh	Dynein cargo inh cytoplasmic EGFP	Dynein cargo inh nuclear GR-EGFP	Dynein cargo inh cell count	Ins promoter up	Ins promoter up cell count	bCat nuc transl	bCat nuc transl cell count 5 µM	MT stabilizer	MT stabilizer Hoechst-high %	MT stabilizer cytotoxicity %	Autophagy mod	Autophagy mod cell loss 18 h	M17LAP inhibition	M1AAP inhibition
CC(C)CNC(=S)N1CCC(NC(=O)c2ccco2)CC1	0.0%	0.0%	0.811	1.57	1.53	-2.16	0.93	1214	-1.1	1108	4.7	1.7	14.7	i	14.9	4.4%	5.4%
Cc1ccc(S(=O)(=O)NCCCCCC(=O)Nc2ccccc2C)cc1	-1.0%	-2.2%	-0.424	-0.305	-0.143	-0.09	0.4	1368	x	x	2.4	2.8	7.1	i	2.3	-14.7%	4.5%
COc1ccc(C(N)=S)cc1	2.2%[50 µM]	-1.6%	0.302	0.489	0.649	-1.02	0.17	1494	2.9	1018	1.7	1.4	5.0	i	-3.4	7.4%	3.2%
S=C(NCc1ccc(Cl)cc1Cl)Nc1ccccc1	-1.6%[50 µM]	-1.9%	-1.24	-0.224	-0.46	0.539	-0.11	1201	2.2	903	2.0	1.7	0.8	i	-15.5	2.6%	0.1%
Cc1nc(-c2ccc(C(F)(F)F)cc2)sc1C(=O)NN	0.3%	x	1.47	-0.228	0.529	-1.01	x	x	-3.6	1203	x	x	x	x	x	5.5%	5.2%
COc1ccc(CCNC(=O)CSc2nc3[nH]ncc3c(=O)n2-c2ccc(Cl)cc2Cl)cc1OC	-0.6%	-1.2%	-0.0164	-0.367	-0.381	-0.0291	-0.21	1259	-1.6	1077	2.7	2.8	5.6	i	-6.2	0.2%	-0.9%
Cc1cccc(C(=O)N2CCC(=O)N(C(COCc3ccc(Cl)cc3)Cc3ccccc3)CC2)c1 (stereo unspecified)	-0.1%	-3.8%	-0.584	-0.249	0.236	0.481	-1.7	1104	x	x	3.5	2.5	4.4	i	-6.7	7.3%	1.1%
Cc1nc2sc3c(c2c(=O)n1/N=C/c1ccco1)CCCC3	0.0%	-5.3%	-0.255	-0.185	0.384	-0.656	0.35	1446	0.5	1150	2.9	2.6	9.6	i	4.8	11.9%	-1.2%
O=C(CSCC(=O)Nc1nc(-c2ccc3c(c2)OCO3)cs1)Nc1nccs1	0.8%	1.3%	3.51	-0.121	2.54	-1.79	-0.03	1363	-0.6	1058	1.8	1.6	5.6	i	34.4	-2.8%	1.8%
O=C(CSc1nc2ccccc2c(=O)n1Cc1ccco1)c1ccccc1	2.9%	5.1%	0.67	-0.193	0.161	-0.299	-1.07	1367	-4.5	1255	0.9	1.4	8.4	i	3.8	-4.2%	0.2%
COc1ccc2[nH]c(=O)c(CN(Cc3ccc4c(c3)OCO4)C(C)=O)cc2c1	0.8%	-1.2%	-0.164	-0.116	-0.00874	-0.0716	-0.6	1467	-6.2	981	1.3	2.3	6.5	i	-6.0	-3.2%	1.5%
Cc1cccc(-n2ncc3c(NCCCn4ccnc4)ncnc32)c1	-0.8%	x	0.758	-0.12	0.813	-0.945	1.34	1309	1.1	962	3.3	1.3	9.6	x	x	16.0%	15.0%
O=C(Nc1ccc(-c2cnco2)cc1)c1ccc(Cl)cc1	x	x	-0.879	-0.061	-0.356	-0.194	0.11	1363	-1.8	1113	x	x	x	x	x	-0.8%	-1.4%
Cc1nn(C)cc1S(=O)(=O)N1CCN(Cc2ccc(F)cc2Cl)CC1	0.0%	-0.6%	-1.14	-0.292	-0.72	1.16	0.81	1418	-3.4	1055	3.8	2.7	5.9	i	-16.8	3.0%	-4.7%
O=C(Nc1cccc(S(=O)(=O)N2CCOCC2)c1)C(c1ccccc1)N1CCCCC1 (stereo unspecified)	-1.6%	-3.0%	0.0873	-0.352	0.0476	0.97	-0.84	1069	-0.7	1176	1.6	1.3	5.0	i	2.3	2.4%	3.7%
Cc1ccc(-n2c(N)c(S(=O)(=O)c3ccccc3)c3nc4ccccc4nc32)cc1	0.1%	-1.7%	-0.427	0.0875	0.561	-0.732	x	x	-3.2	535	2.7	1.8	2.1	i	16.8	-3.2%	-2.5%
N#Cc1c(NC(=O)c2cnccn2)sc2c1CCCC2	5.2%	-3.5%	1.06	0.00584	0.844	0.0349	0.08	1312	40.1	234	18.4	11.4	40.0	i	-6.5	-5.7%	15.6%
CCOC(=O)c1nnn(-c2nonc2N)c1CNc1ccc(C)c(Br)c1	1.3%	3.4%	-0.893	-0.215	0.0862	0.523	-0.66	1251	-0.4	1074	3.9	2.2	6.4	i	-0.4	1.1%	4.9%
CC(=O)Nc1cc(-c2ccc(Cl)cc2)[nH]n1	-0.2%	-1.4%	1.16	-0.258	0.574	-1.01	x	x	-0.6	1488	1.9	1.4	1.0	i	-8.3	8.0%	0.1%
CC1CC2(CCCC2)N(C(=O)c2ccccc2)Cc2ccccc21 (stereo unspecified)	0.1%	-0.9%	-0.615	-0.301	-0.571	0.925	-0.42	1450	1.3	1147	2.4	3.1	3.1	i	-0.7	-5.1%	2.7%

An excerpt from above, showing only Dynein cargo inh:
compound | Dynein cargo inh
Cc1nc2sc3c(c2c(=O)n1/N=C/c1ccco1)CCCC3 | -0.255
O=C(CSCC(=O)Nc1nc(-c2ccc3c(c2)OCO3)cs1)Nc1nccs1 | 3.51

Continued:
SMILES	UTI89 phage lysis	ER stress rescue	Dynein cargo inh	Dynein cargo inh cytoplasmic EGFP	Dynein cargo inh nuclear GR-EGFP	Dynein cargo inh cell count	Ins promoter up	Ins promoter up cell count	bCat nuc transl	bCat nuc transl cell count 5 µM	MT stabilizer	MT stabilizer Hoechst-high %	MT stabilizer cytotoxicity %	Autophagy mod	Autophagy mod cell loss 18 h	M17LAP inhibition	M1AAP inhibition
O=S1(=O)CC/C(=N/Nc2ccccn2)c2cc(F)ccc21	1.1%	x	0.032	-0.299	-0.253	0.353	-0.18	1303	2.4	1301	x	x	x	x	x	2.1%	9.3%
O=C(c1ccc(Cl)cc1)N1CCN(c2ccc([N+](=O)[O-])c(NCc3cccnc3)c2)CC1	3.0%	x	1.28	-0.125	0.568	-1.2	x	x	x	x	3.7	2.0	8.5	i	-29.0	x	x
CCCN(CCC)C(=O)c1ccc2c(c1)N(Cc1ccccc1)C(=O)CS2=O (stereo unspecified)	3.5%	x	-1.09	-0.177	-0.376	0.36	x	x	-2.4	1081	1.9	1.5	10.0	i	8.4	-6.0%	1.6%
CC1CCCCN1S(=O)(=O)c1ccc(NC(=O)c2ccco2)cc1 (stereo unspecified)	-0.2%	-1.2%	-0.331	-0.283	-0.00219	1.37	-0.38	999	x	x	2.9	1.1	5.2	i	-8.0	-5.8%	1.9%
COCC(=O)NNC(=S)Nc1cccc(C)c1C	-0.4%	-1.5%	-0.217	-0.279	-0.119	0.781	1.09	1701	-1.4	1039	2.3	1.9	9.4	i	11.4	3.8%	3.0%
CCOC(=O)CN1CC23C=CC(O2)C(C(=O)NC2CCCCC2)C3C1=O (stereo unspecified)	11.6%	0.6%	-0.248	0.2	0.153	0.617	-1.18	961	x	x	1.6	1.6	10.8	i	-18.3	0.2%	4.9%
CC(=O)n1cc([C@H]2C=C(C(=O)Nc3ccccc3)O[C@@H](OCCCCO)C2)c2ccccc21	-0.2%	9.2%	1.91	0.0303	1.59	-1.73	-0.51	1363	1.2	1104	4.0	1.5	14.3	i	4.0	1.0%	12.1%
COc1ccc(OCC(=O)Nc2cc(-c3nn4c(C)nnc4s3)ccc2C)cc1	0.3%	0.2%	0.0739	-0.252	0.218	0.0951	-0.05	920	x	x	5.2	4.4	8.3	i	7.1	9.9%	9.6%
Fc1ccccc1CSc1nc2ccccc2[nH]1	1.1%	-2.0%	-1.21	-0.0783	-0.388	0.857	0.41	832	x	x	1.8	1.5	6.4	i	-4.5	1.0%	7.4%
COc1ccc(C(=O)Cn2ccsc2=NC(C)=O)cc1	0.4%	-0.9%	1.35	0.195	0.641	-0.432	-0.03	1045	2.6	996	5.7	2.6	4.1	i	-8.0	-4.4%	-8.9%
CNc1nc(OC)nc(N(C#N)CN2C(=O)c3ccccc3S2(=O)=O)n1	-0.1%	-0.9%	-0.745	-0.113	-0.801	1.05	2.05	1181	-0.8	956	2.5	1.4	8.9	i	-9.6	1.2%	2.1%
Cc1cc(C(=O)N/N=C/c2ccc(-c3cccc(Br)c3)o2)n[nH]1	x	x	-0.173	-0.208	-0.17	0.201	-0.58	1430	1.1	1283	x	x	x	x	x	12.6%	6.9%
O=C(Nc1cc(Cl)cc(Cl)c1)C(c1ccccc1)N1CCCCC1 (stereo unspecified)	1.1%	-2.4%	0.14	-0.253	0.134	-0.0731	-0.72	1393	0.7	973	2.5	1.3	1.4	i	23.2	6.5%	1.7%
CCCCC(NS(=O)(=O)c1ccc(OC)cc1)C(=O)O (stereo unspecified)	0.1%	0.1%	0.0236	-0.178	0.294	0.488	x	x	-4.5	933	6.5	2.0	5.3	i	10.1	4.3%	3.4%
COc1cc(/C=N/N2CCN(C3c4ccccc4-c4ccccc43)CC2)cc(OC)c1O	5.8%	2.9%	0.137	-0.0312	-0.101	-0.0409	-0.08	1441	1.5	1159	1.9	3.5	7.8	i	-0.4	1.0%	11.3%
Cc1ccc(C(=O)N/N=C/C=C/c2ccccc2)o1	-0.6%	-2.5%	0.906	0.233	0.66	-0.828	x	x	-2.3	594	1.1	0.9	1.6	i	39.5	-3.7%	12.1%
